# PG9 Ab binder = binds the HIV-1 gp120 antibody PG9; TR-FRET gp120-PG9 antibody binding; inhibition, % at 6.7 µM; AID 624416; 0.43% of 360,000 active; in the data active means inhibition above about 8.5%
# hgDAF12 agonist = agonists of H. glycines DAF-12 nuclear receptor; HEK293 GAL4-hgDAF12 UAS-luciferase reporter, agonist luminescence; normalized to butyrate control; activation, % at 6.8 µM; 1.8% of 370,000 active;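 active means activation above a cutoff set at the mean of all screened compounds plus 3 SD, cut at about 10% in these data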;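 further: 0% = DMSO wells and 100% = sodium butyrate wells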
# ADAM10 inh = inhibits human ADAM10; O14672; recombinant ADAM10, EDANS/DABCYL FRET peptide cleavage, 3 h; inhibition, % at 7 µM; 0.62% of 370,000 active; AID 720582;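 active means inhibition above a per-campaign cutoff equal to the mean of compounds falling between control-based bounds plus 3 SD, cut at about 20% in these data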;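 further: 0% = DMSO wells while the 100% control is not disclosed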
# Target sequence (O14672 214-748 limits assumed): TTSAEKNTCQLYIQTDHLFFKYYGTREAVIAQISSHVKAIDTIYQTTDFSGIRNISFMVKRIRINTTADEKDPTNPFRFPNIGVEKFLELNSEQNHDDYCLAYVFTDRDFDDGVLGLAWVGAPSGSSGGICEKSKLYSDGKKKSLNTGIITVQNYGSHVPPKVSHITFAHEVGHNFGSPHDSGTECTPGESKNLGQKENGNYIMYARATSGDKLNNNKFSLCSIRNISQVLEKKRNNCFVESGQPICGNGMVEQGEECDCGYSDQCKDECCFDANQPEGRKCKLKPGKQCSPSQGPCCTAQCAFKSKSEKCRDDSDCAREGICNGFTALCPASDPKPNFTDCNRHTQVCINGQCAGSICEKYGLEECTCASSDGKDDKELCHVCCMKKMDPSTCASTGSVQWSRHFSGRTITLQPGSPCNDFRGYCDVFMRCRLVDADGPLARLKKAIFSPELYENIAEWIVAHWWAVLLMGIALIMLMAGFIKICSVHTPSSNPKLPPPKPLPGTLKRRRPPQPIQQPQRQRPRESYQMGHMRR
# SMARCA2 act = SMARCA2 function activation, primary screen. MG213 cells, MMTV-luciferase reporter, dexamethasone, overnight. activation, % at 9.1 µM. 1% of 370,000 active; in the data active means activation above about 7.8%;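 further: 0% = vehicle wells and 100% = reference activator wells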
# DAX1 inh-1 = DAX1 (NR0B1) inhibition, primary screen; HEK293T StAR-luciferase reporter, SF-1/DAX-1 repression relief; inhibition, % at 6.8 µM; 1.1% of 370,000 active; AID 652010;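 active means inhibition above the mean over all tested compounds plus 3 SD, cut at about 3.6% in these data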;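 further: 0% = DAX-1 cells with DMSO and 100% = cells lacking DAX-1 with DMSO; higher inhibition means more luminescence from relief of DAX-1 repression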
# ADAM17 inh = ADAM17 inhibition, QFRET primary screen; 0.83% of 370,000 active; recombinant ADAM17, EDANS/DABCYL FRET peptide cleavage; inhibition, % at 6.95 µM; P78536;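 active means inhibition above the mean of compounds lying between control limits plus 3 SD, set per campaign, cut at about 8.5% in these data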;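 further: 0% = DMSO-only wells as the low control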
# Target sequence (P78536 215-824 limits assumed): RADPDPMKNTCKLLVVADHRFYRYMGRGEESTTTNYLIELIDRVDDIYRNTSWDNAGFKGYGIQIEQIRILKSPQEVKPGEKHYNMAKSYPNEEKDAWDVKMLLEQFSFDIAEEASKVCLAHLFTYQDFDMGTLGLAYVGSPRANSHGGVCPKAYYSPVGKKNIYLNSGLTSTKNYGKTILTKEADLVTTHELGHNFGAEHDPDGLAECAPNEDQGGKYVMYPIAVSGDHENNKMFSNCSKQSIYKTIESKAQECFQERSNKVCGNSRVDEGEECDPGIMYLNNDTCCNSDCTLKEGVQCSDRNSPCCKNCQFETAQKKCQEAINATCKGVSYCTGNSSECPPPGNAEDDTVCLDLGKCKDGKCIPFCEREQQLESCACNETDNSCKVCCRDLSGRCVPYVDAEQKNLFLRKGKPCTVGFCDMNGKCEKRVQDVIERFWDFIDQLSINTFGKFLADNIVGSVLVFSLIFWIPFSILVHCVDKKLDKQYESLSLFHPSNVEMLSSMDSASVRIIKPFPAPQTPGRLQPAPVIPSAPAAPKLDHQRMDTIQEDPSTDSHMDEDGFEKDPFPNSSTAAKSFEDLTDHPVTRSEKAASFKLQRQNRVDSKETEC
# GC-A act = GC-A (human) enzyme activation | P16066 | HEK293 GC-A cells, cGMP TR-FRET, EC30 ANP; 0% at EC30 ANP, 100% saturating ANP | activation, % at 10 µM | 0.14% of 370,000 active; in the data active means activation above about 40%
# DAX1 inh-2 = inhibits human nuclear receptor DAX1; AID 504766; HEK293 Gal4-DAX1 luciferase reporter, luminescence; 0.99% of 340,000 active; inhibition, % at 6.75 µM; P51843;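 active means inhibition above the mean over all tested compounds plus 3 SD, cut at about 4.2% in these data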;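 further: 0% = DAX1-transfected cells with DMSO and 100% = empty-vector control cells with DMSO; inhibition shows as a rise in luminescence from relieved DAX1 repression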
# hcDAF12 agonist = activators of H. contortus DAF-12 nuclear receptor | HEK293 hcDAF-12 lit1-tk-luc reporter, luminescence; 0% DMSO, 100% Δ7-dafachronic acid | activation, % at 6.8 µM | 1.4% of 370,000 active;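 active means activation above the mean of all tested compounds plus 3 SD, cut at about 5.5% in these data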;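 further: 100% = response to 3 µM Δ7-dafachronic acid high control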
# FXN GAA850 act = frataxin GAA850 promoter activation; activation, % at 6 µM; HEK293 lucGAA850 FXN promoter luciferase reporter, 24 h; percent of 10 µM SAHA response; 0.56% of 360,000 active;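 active means activation above the average of all compounds screened plus 3 SD, cutoff fixed separately per campaign, cut at about 7.5% in these data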;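 further: 0% = DMSO wells and 100% = 10 µM SAHA wells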
# ssDAF12 agonist = activates DAF-12 receptor from parasite S. stercoralis; HEK293 ssDAF-12/GRIP1 lit1-tk-luc reporter, luminescence; % of 3 µM dafachronic acid response; activation, % at 6.8 µM; 1% of 370,000 active; AID 652126;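 active means activation above the mean over all tested compounds plus 3 SD, cut at about 0.9% in these data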;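 further: 0% = DMSO-only wells and 100% = 3 µM delta7-dafachronic acid wells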
# Numbers without * were called inactive; · = no result given.
# Order of results – SMARCA2 act, hcDAF12 agonist, DAX1 inh-1, hgDAF12 agonist, FXN GAA850 act, GC-A act, ssDAF12 agonist, ADAM10 inh, PG9 Ab binder, DAX1 inh-2, ADAM17 inh
> COc1cc(C(=O)N2C(=O)c3cccc(N)c3C2=O)cc(OC)c1OC
  1, 0.4, 0.8, 2.0, 0.2, 2, -2.0, -79, 0.3, -0.7, -26
> CN1N=C(c2ccc(Cl)cc2)CC(c2ccc(Cl)cc2)C1=O (stereo not drawn)
  0, -2.2, -0.4, 3.0, 2.3, -6, -2.2, 3, -1.1, 1.0, 4
> C[n+]1ccc2[nH]c3ccccc3c2c1
  -4, 1.6, 1.2, 2.1, ·, 8, -0.5, -52, 0.5, ·, -13
> CC(C)=CCCC(C)CN1CCC(n2nccc2NC(=O)c2ccccc2)CC1 (stereo not drawn)
  -4, 0.6, -0.5, 0.8, -1.7, 2, -0.8, -3, -1.2, 0.2, 3
> Cc1cccc(OCCOCCN2CCOCC2)c1C
  3, -1.3, -0.7, 1.3, -1.5, -1, -1.5, 8, 0.5, 2.0, 1
> CC(C)Oc1ccc(C2CC(=O)N(c3cccc(Br)c3)C2=O)cc1 (stereo not drawn)
  -5, 0.1, -0.6, -1.5, 2.0, -1, -1.2, -5, -0.9, ·, -3
> CC(=O)c1cccc(NC(=O)C2=CC(c3cccs3)=NS(=O)(=O)N2C)c1
  -2, 0.6, -0.5, -0.1, -0.3, -1, -1.3, -2, -1.1, 0.4, 0
> C=CCC[C@@H](Cc1ccc(F)cc1)C(=O)OC[C@H](Cc1c[nH]c2ccccc12)NC(=O)[C@@H](CC=C)CC(=O)NCCO
  0, -2.7, -0.8, -6.0, -2.0, -6, -2.0, 25*, 1.5, 0.2, 7
> C#CCOCCOCCOCCNc1nc(N2CCN(C(=O)Cn3cc(CCCCN)nn3)CC2)nc(N2CCN(C(=O)[C@H](C)n3cc(CCC(=O)O)nn3)CC2)n1
  0, -0.2, 0.1, -0.2, -2.1, 2, -1.0, 3, 0.6, 1.0, -3
> O=C(N/N=C\c1cccc(F)c1)c1ccc(Cn2cc(Br)c([N+](=O)[O-])n2)o1
  2, -1.7, -0.5, 1.6, 0.6, 2, -1.9, 6, -0.6, 2.6, 1
> COC(=O)c1ccc(C)c(NC(=O)CCCN2C(=O)NC(C)(C)C2=O)c1
  -3, -1.1, -0.7, -0.2, 0.9, 1, -1.5, -8, 0.7, -0.1, -7
> Cc1nn(CCc2n[nH]c(=S)n2-c2ccc(F)c(Cl)c2)c(C)c1[N+](=O)[O-]
  2, -1.6, 0.3, -1.5, 1.3, 2, -1.4, 3, -1.8, -0.4, -2
> S=c1[nH]nc(-c2cccnc2)n1/N=C/c1ccccc1
  7, -2.0, -0.2, 6.5, -0.5, 0, -1.1, 4, -0.1, 2.0, 2
> CC(Sc1ncnc2sccc12)C(=O)Nc1ccc(S(=O)(=O)N2CCOCC2)cc1 (stereo not drawn)
  -1, -0.1, -1.2, -2.9, 1.9, -2, -1.0, -5, 1.7, 0.1, -3
> CC1(C)CC(=O)c2sc(NC(=O)C3CC3)nc2C1
  0, -1.9, 0.5, 1.3, -2.6, 3, -1.0, -15, 2.7, 1.9, -5
> COC(=O)[C@@]1(C)[C@H]2C(=O)N(C)C(=O)[C@H]2[C@H]2CN=C(SCC(=O)c3ccccc3)N21
  0, 1.1, 0.1, 0.0, 2.7, 2, -0.3, 1, -0.9, -1.0, -2
> O=C(OCC(=O)N1CCCCC1)c1ccc2c(c1)C(=O)N(Cc1ccco1)C2=O
  -2, 1.4, 0.6, -0.7, 1.1, -1, -0.1, -2, -1.3, 0.1, -3
> CC(C)C(=O)c1cn(CC(=O)O)c2ccccc12
  0, 3.8, 0.8, 3.5, 0.7, 1, 0.4, -5, -2.9, 0.5, 0
> CC(C)Cc1ccc(C(=O)Nc2ccc(Cc3ccncc3)cc2)o1
  -2, -1.6, -0.4, -2.5, -1.8, 4, -1.6, -8, 1.3, -3.4, -2
> Cn1c(N)c(C(=O)COC(=O)c2ccccn2)c(=O)n(C)c1=O
  -2, 0.5, 0.0, 3.0, 1.9, -2, -1.1, -5, -1.8, -0.1, -3
> O=C(CN1CCN(Cc2cccc(Cl)c2)C1=O)NCc1cccs1
  -2, -1.2, 0.4, -0.8, 1.1, 2, -1.1, 1, -0.5, 0.3, 1
> COc1cccc(C(c2nnnn2C2CCCCC2)N2CCN(C/C=C/c3ccccc3)CC2)c1OC (stereo not drawn)
  -3, -1.1, -1.1, -0.3, ·, -7, -1.6, 11, 0.2, ·, 6
> O=C(NCC(c1cccnc1)N1CCN(c2ccc(F)cc2)CC1)c1ccco1 (stereo not drawn)
  -2, -0.5, -0.4, 3.2, -0.5, 0, -1.7, -13, 0.3, -0.6, -1
> COc1ccc(C(=O)NC2CC(C)(C)NC(C)(C)C2)cc1S(=O)(=O)N1CCOCC1
  -3, 0.5, -1.3, -1.0, 3.9, 1, -1.3, -11, 0.0, 0.8, 0
> O=S(=O)(c1ccc(NC(=S)N2CCN(c3ccc(O)cc3)CC2)cc1)N1CCOCC1
  0, -1.8, -0.8, -4.0, 0.7, -2, -2.0, 3, -2.5, ·, 0
> Cc1occc1C(=O)N1CCCc2ccccc21
  0, 0.2, 0.0, 0.9, 1.8, -1, -0.4, -4, -1.1, 0.6, -4
> N#CC1CC(c2ccccc2)=NN1c1ccccc1[N+](=O)[O-] (stereo not drawn)
  6, 4.2, 1.1, 16*, 4.2, -12, 0.0, 1, 0.6, 0.7, 2
> COc1cc(C(O)c2nc3ccccc3n2C)cc(OC)c1OC (stereo not drawn)
  0, -1.2, -0.3, -2.1, -2.2, 1, -1.2, 5, -0.8, -0.5, 4
> CCc1nc2ccc(C(=O)NCCc3ccccn3)cn2c1N(C)Cc1nccs1
  0, -0.9, -0.4, -1.2, -2.1, -2, -0.8, -3, -0.6, ·, -3
> Cc1ccc(S(=O)(=O)N2CCOCC2)cc1C(=O)OCC(=O)NCCc1ccc(F)cc1
  -3, -0.2, -1.6, -1.6, 2.4, 0, -0.7, -4, 1.5, 0.0, -5

# Next part
# Order of results – SMARCA2 act, hcDAF12 agonist, DAX1 inh-1, hgDAF12 agonist, FXN GAA850 act, GC-A act, ssDAF12 agonist, ADAM10 inh, PG9 Ab binder, DAX1 inh-2, ADAM17 inh
> Cc1ccc(S(=O)(=O)NC(CC(C)C)C(=O)Nc2ccncc2)cc1 (stereo not drawn)
  -3, -0.5, 2.5, 0.1, 1.4, -2, -1.4, -10, -0.6, -0.9, -4
> O=C(Nc1ccccc1)OCc1cncs1
  -4, 0.0, 0.2, 3.5, 0.7, -2, -0.5, -3, 0.1, 0.0, -6
> COCCCn1cc(CN2CC(N3CCN(CCO)CC3)CS2(=O)=O)nn1 (stereo not drawn)
  -3, -0.1, 1.9, 1.6, ·, 3, -1.2, -4, 0.9, ·, -4
> Cc1cc(C)cc(NC(=O)N2CCC(NC(=O)c3ccccc3C)CC2)c1
  -1, 0.4, -0.4, 3.5, -0.6, -2, -0.5, 3, -0.1, 2.9, -1
> O=C(O)C1C(C(=O)Nc2ccc(Cl)cc2)C2C=CC1C21CC1 (stereo not drawn)
  8.7*, 0.0, 1.0, 1.2, -1.8, 3, -1.1, 2, -1.7, 0.7, 0
> Cc1c(C(=O)NCc2ccccc2)oc2ccc(S(=O)(=O)N3CCC4(CC3)OCCO4)cc12
  -4, -1.9, -0.9, -3.6, 2.4, 3, -1.4, 12, -1.0, -1.0, 9.6*
> N#Cc1ccccc1Cn1c(=O)oc2ccccc21
  0, 5.2, 0.1, 2.1, 1.3, -5, -1.0, -6, 2.2, 0.0, -4
> O=C(CCSCCC(=O)NCc1ccc(F)cc1)NCc1ccc(F)cc1
  1, -1.1, 0.4, 0.7, 0.7, -1, -1.6, -8, -1.6, 0.4, -6
> COc1cc(NS(=O)(=O)c2ccc(NC(=O)c3ccc(Cl)cc3Cl)cc2)ncn1
  0, -0.4, 0.1, -3.3, 0.0, 2, -1.2, -7, -1.3, 0.4, -6
> O=C(O)[C@@H]1CCCN1S(=O)(=O)c1cccc(S(=O)(=O)N2CCC[C@H]2C(=O)O)c1
  0, -0.3, -0.2, 1.5, -0.7, 0, -1.4, -5, -0.7, 0.9, 0
> Cc1ccc(NC(=O)COC(=O)CN2C(=O)NC3(CCCC3)C2=O)cc1S(=O)(=O)N(C)C
  0, -0.9, 0.5, 1.5, 1.5, 1, -0.5, -3, 0.5, 0.6, 2
> C=CCSC(=S)Nc1c(C)n(C)n(-c2ccccc2)c1=O
  1, -1.1, -0.7, 3.5, -0.1, -1, -1.8, -6, -1.6, 2.2, -3
> CCCC(NC(=O)Cc1c(C)c2cc3c(C)c(C)oc3c(C)c2oc1=O)C(=O)N[C@@H](Cc1ccccc1)C(=O)O (stereo partly drawn)
  1, 0.5, -1.2, 1.4, -2.2, 4, -0.8, -154, 1.8, 2.5, -40
> CCC(C)Cn1cnc2c(Sc3c([N+](=O)[O-])ncn3C)nc(N)nc21 (stereo not drawn)
  -1, -0.2, 0.2, 0.9, -3.9, 6, 0.0, -1, 0.5, 0.5, 0
> Cc1c(Cl)cnc(NC(=O)COC(=O)CCC(=O)c2cccs2)c1Cl
  -2, 2.1, -0.4, 0.3, -1.0, 0, -0.2, -2, -4.0, -0.1, 0
> Cc1ccc(N2CCN(/N=C/C=C/c3ccccc3)CC2)cc1
  1, -2.3, 0.0, -0.2, -0.3, 0, -1.6, 2, 0.9, -1.8, 0
> COc1ccc(CN/C(C)=C(/C#N)C(N)=O)cc1OC
  -1, 0.5, -0.6, -0.3, 1.9, 5, -0.7, 2, 0.1, 1.1, -6
> OCC1(Cc2ccccc2)CCN(Cc2cccc(F)c2F)CC1
  2, -0.3, -0.1, -0.2, 0.4, 0, -0.9, 1, -2.6, -0.5, -5
> Cc1ccc2nc(NCCC(=O)O)nc(-c3ccccc3)c2c1
  -2, -0.8, -0.5, 2.5, 2.0, 6, -1.5, -70, -0.4, 2.9, -19
> CC(=O)Cn1cnc2c(cnn2-c2ccc(C)c(C)c2)c1=O
  4, -2.9, 0.7, 15*, 4.4, 10, 0.8, -2, -0.5, 3.3, -3
> Cc1cc(C)nc(NC(=O)c2cnc3sccn3c2=O)n1
  -2, 4.7, 0.0, 0.8, -0.6, 0, -0.1, -117, -0.4, -0.4, -30
> C=CCSC1=NC(=O)/C(=C/c2cccs2)S1
  0, 0.4, 0.0, 2.5, 4.7, 10, -0.6, -1, -2.1, 1.1, -1
> O=C(c1ccco1)N1CCc2ccccc21
  8.5*, 3.0, 3.3, 14*, 4.4, -4, -0.6, 2, 0.8, 1.0, 3
> CS(=O)(=O)c1cccc(S(=O)(=O)N2CCCCCC2)c1
  -3, 2.3, 0.9, -1.1, 1.4, 2, -1.4, -13, -1.3, -0.4, -4
> CCCC(C)NNC(=O)c1cc2ccccc2[nH]1 (stereo not drawn)
  -3, 0.0, 0.2, -0.9, -0.1, -4, -0.9, -7, 0.7, 2.0, -8
> O=C(NN1C(=O)C2C3c4ccccc4C(c4ccccc43)C2C1=O)c1ccc(Cl)cc1 (stereo not drawn)
  -1, -0.3, 0.0, 3.3, 1.9, 1, -1.1, -1, -2.1, -1.1, 1
> CCC1CCCCN1C(=O)CCCc1ccccc1 (stereo not drawn)
  6, 1.0, 0.7, 3.5, 3.2, -3, -0.2, 3, 0.8, 1.1, 1
> CCC1CN(C(=O)NCc2ccccc2)c2cc(C)ccc2O1 (stereo not drawn)
  3, -0.6, -0.5, 1.1, -0.8, -7, -1.4, 4, -0.6, -0.4, -4
